FLuc inh: Firefly luciferase inhibition profiling of diverse chemical library using quantitative high-throughput screening | Luciferin 4-monooxygenase (Photinus pyralis), P08659 | purified P. pyralis luciferase, luminescence, biochemical | Potency, µM (titrated, usually from 115 µM), for inactives: at the highest dose activity change, negative = inhibition, hits mostly inhibitors | 76,000 tested, 2.5% active | AID 1347043, 2019; further: potency means the concentration at half of the fitted maximal effect; nearly all actives have a fitted effect of over 65% in size
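Luminescence read by CCD imager after adding enzyme (10nM final) to wells holding compound, titrated in qHTS. Substrates 10uM each D-luciferin and ATP; buffer 50mM Tris acetate pH 7.5, 10mM Mg acetate, Tween-20, BSA.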
HEK293 viab: GF-AFC viability counterscreen for inhibitors of alpha-synuclein gene (SNCA) expression; HEK-293-SNCA-luc viability, GF-AFC fluorescence, 24 h; Potency, µM (highest dose often 57.1 µM), for inactives: at the highest dose activity change, negative = cytotoxicity, usual class: cytotoxic; 150,000 tested, 0.12% active; AID 1671193, 2021;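 further: potency means the concentration at half of the fitted maximal effect; 0% = DMSO-treated cells and -100% = medium-only wells without cells; nearly all actives have a fitted effect of over 30% in size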
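Cytotoxicity counterscreen: after 24 h compound treatment of genome-edited SNCA-luciferase HEK-293 cells, live-cell protease substrate GF-AFC read by fluorescence after 30 min; activity scaled between DMSO (0%) and medium-only (-100%), curves Hill-fitted.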
HEK cytotox: Cytotoxic Profiling in HEK 293 Cell Line of Diverse Libraries Using Quantitative High-Throughput Screening | HEK 293 viability, ATP luminescence (CellTiter-Glo), 48-72 h | Potency, µM (highest dose often 115 µM), inactives show top-dose activity change, negative = cytotoxicity, usual class: inhibitors | 94,000 tested, 6.6% active | AID 1345083, 2018; further: potency means the concentration at half of the fitted maximal effect; nearly all actives have a fitted effect of over 60% in size
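HEK 293 seeded at 250 cells/well receive compound via pintool. After 48 or 72 hr at 37 degree Celsius, 5% CO2 and 95% humidity, CellTiter-Glo is dispensed and luminescence read following 10 min at room temperature.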
3T3 cytotox: Cytotoxic Profiling in NIH 3T3 Cell Line of Diverse Libraries Using Quantitative High-Throughput Screening; NIH 3T3 viability, CellTiter-Glo ATP luminescence, 48-72 h; Potency, µM (highest dose often 96.7 µM), for inactives: at the highest dose activity change, negative = cytotoxicity, usual class: inhibitors; 94,000 tested, 4.3% active; AID 1345082, 2018; further: potency means the concentration at half of the fitted maximal effect; nearly all actives have a fitted effect of over 55% in size
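Mouse fibroblast NIH 3T3 cells, 400 per well, received compound via pintool and were incubated for 48 or 72 hr prior to CellTiter-Glo ATP luminescence measurement.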
GPT2 inh: Primary qHTS assay for inhibitors of Glutamate pyruvate transaminase 2 (GPT2); Alanine aminotransferase 2 (Homo sapiens), Q8TD30; Recombinant GPT2, coupled pyruvate oxidase/HRP Amplex Red fluorescence; Potency, µM (series often up to 57.7 µM), without a hit: at the top dose activity change, negative = inhibition, most hits filed as inhibitors; 100,000 tested, 0.25% active; further: potency means the concentration at half of the fitted maximal effect; nearly all actives have a fitted effect of over 60% in size; many of its hits are not listed in these tables
Target sequence (Q8TD30 whole entry, looked up): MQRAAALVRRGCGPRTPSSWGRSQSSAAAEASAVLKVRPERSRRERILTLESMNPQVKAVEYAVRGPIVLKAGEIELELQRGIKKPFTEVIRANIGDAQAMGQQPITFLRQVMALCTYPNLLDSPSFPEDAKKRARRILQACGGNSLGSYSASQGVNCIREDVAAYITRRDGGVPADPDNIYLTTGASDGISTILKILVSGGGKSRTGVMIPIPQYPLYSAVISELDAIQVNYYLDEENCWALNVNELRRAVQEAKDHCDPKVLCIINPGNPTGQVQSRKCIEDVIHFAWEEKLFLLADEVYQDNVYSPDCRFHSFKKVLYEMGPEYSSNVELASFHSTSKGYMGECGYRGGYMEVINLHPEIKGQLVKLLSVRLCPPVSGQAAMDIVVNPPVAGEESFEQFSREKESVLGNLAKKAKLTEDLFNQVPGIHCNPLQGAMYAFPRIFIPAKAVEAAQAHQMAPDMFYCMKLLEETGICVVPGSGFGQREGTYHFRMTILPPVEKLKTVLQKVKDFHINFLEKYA
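Recombinant GPT2 (10ng/uL) with 250uM a-KG and 2mM L-alanine, 30 min at room temperature, in HEPES pH 7.5 buffer. Pyruvate detected by pyruvate oxidase/HRP/Amplex Red fluorescence after 30 min in the dark; AOA (50uM) as positive control.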
IP6K1 inh: Primary qHTS assay for small molecule inhibitors of Inositol hexaphosphate kinase 1 (IP6K1) | Inositol hexakisphosphate kinase 1 (Homo sapiens), Q92551 | IP6K1 kinase, ADP-Glo luminescence, 2 h; active compounds read low | activity change, % (series mostly up to about 58 µM) | 140,000 tested, 0.81% active | AID 1645851, 2021; in the data active means activity change below about -25%
Target sequence (Q92551 whole entry, looked up): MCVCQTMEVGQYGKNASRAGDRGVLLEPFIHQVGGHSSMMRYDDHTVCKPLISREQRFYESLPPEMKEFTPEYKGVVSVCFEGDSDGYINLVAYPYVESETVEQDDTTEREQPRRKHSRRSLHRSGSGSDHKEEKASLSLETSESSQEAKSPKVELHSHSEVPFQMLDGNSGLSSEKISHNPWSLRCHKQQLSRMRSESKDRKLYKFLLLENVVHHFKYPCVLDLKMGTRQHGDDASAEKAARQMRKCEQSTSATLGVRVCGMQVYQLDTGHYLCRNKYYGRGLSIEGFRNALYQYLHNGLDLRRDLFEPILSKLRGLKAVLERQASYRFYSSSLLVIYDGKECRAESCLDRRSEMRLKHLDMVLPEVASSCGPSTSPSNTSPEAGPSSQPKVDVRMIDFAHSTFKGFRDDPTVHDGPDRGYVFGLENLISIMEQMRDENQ
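ADP-Glo luminescence measures ADP made by human IP6K1 during a 2 h RT reaction with ATP/IP6 (mix at 1.3 mM/130 uM); top library doses 57.5 and 19.1 uM final.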
SNCA expr inh: Primary qHTS assay for inhibitors of alpha-synuclein gene (SNCA) expression; HEK-293 SNCA-luciferase knock-in, luminescence, 24 h; Potency, µM (top dose mostly 57.2 µM), for the others: top-dose activity change, negative = inhibition, hits mostly inhibitors; 140,000 tested, 0.17% active; AID 1671194, 2021;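 further: potency means the concentration at half of the fitted maximal effect; plate controls were DMSO cells for no effect and cell-free wells for full effect; nearly all actives have a fitted effect of over 45% in size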
* = called active by the depositor; i = inactive; ? = inconclusive; . = no result given; [ ] = dose if it differs, or a comment. Unless noted, the call rests on the fitted dose curve; in most records, active means well fitted curve in the direction sought with a large enough effect; inconclusive means small, poorly fitted or top-dose-only effect, or another doubt; inactive means no such curve, though single readings can be large; an effect the other way counts as inactive or inconclusive. Unless noted, on the % scale 0 is the no-effect control and ±100 the full control effect.

cpd	smiles	FLuc inh	HEK293 viab	HEK cytotox	3T3 cytotox
1	O=C(Nc1ccc2c(c1)N(C1CCCC1)C(=O)c1ccccc1S2)c1ccccc1	.	-5%	.	.
2	CCOC(=O)c1[nH]c(C)c(CCC(=O)NCc2ccc(C)cc2)c1C	.	15%	.	.
3	Cc1nn2c3c(cnc2c1-c1ccc(Cl)cc1)C(=O)CC(c1ccc(C(C)C)cc1)C3 (configuration not stated)	.	0%	.	.
4	CC(C)(C)C(=O)NCC1CCN(Cc2nc(-c3ccccc3)no2)C1 (configuration not stated)	-12%	-6%	-8%	-23%
5	CCC(=O)Nc1ccc(OCC(=O)N(CC)CC2CCOCC2)cc1	-1%	1%	-9%	-2%
6	CCn1cc(CNC(=O)c2ccc(OC3CCN(S(=O)(=O)N(C)C)CC3)cc2)cn1	-8%	-5%	?	-29%
7	Cn1nc(C2CCN(C(=O)c3ccncc3)CC2)c2c1CCOC2	7%	-1%	-6%	1%
8	CCc1cccc2c(C(CC(=O)NCc3ccc4c(c3)OCO4)c3ccc(OC)c(OC)c3)c[nH]c12 (configuration not stated)	-4%	-5%	35µM*	?

cpd	GPT2 inh	IP6K1 inh	SNCA expr inh
1	.	22	-6%
2	.	0	-12%
3	.	-7	-21%
4	i	26	2%
5	-3%	-12	7%
6	i	10	-22%
7	i	3	2%
8	-3%	3	-18%

Next results:
cpd	smiles	FLuc inh	HEK293 viab	HEK cytotox	3T3 cytotox
9	CCCc1cc(CN(C)C(=O)c2ccc3c(c2)[nH]c(=O)n3C2CCC(O)CC2)[nH]n1 (configuration not stated)	-12%	3%	-1%	-15%
10	CC1CCN(S(=O)(=O)c2ccc3c(c2)CCN3C(=O)Nc2ccccc2Br)CC1	.	5%	.	.
11	CN(C)C(=O)C1CCN(C(=O)c2ccc(-c3cccs3)cc2)CC1	.	.	-6%[172 µM]	?
12	CCc1cccc(NC(=O)Cn2c(-c3ccccc3)nc(C)c(CCO)c2=O)c1	-4%	-19%	?	?
13	CCOc1ccc(OC(=O)c2cn(-c3ccc(C)cc3)c(=O)c3ccccc23)cc1	.	11%	.	.
14	O=C1OC(C(=O)Nc2cccc(Br)c2)Cc2ccccc21 (configuration not stated)	.	-12%	.	.
15	Oc1c(C(c2ccccc2)N2CCOCC2)sc2nc(-c3ccco3)nn12 (configuration not stated)	.	-6%	.	.
16	COC[C@@H]1CN(Cc2ccccc2OC(C)C)C[C@H]1C(N)=O	-8%	9%	-19%	-5%

cpd	GPT2 inh	IP6K1 inh	SNCA expr inh
9	1%	-4	-1%
10	.	30	-6%
11	.	-3	.
12	-6%	1	-21%
13	.	15	-22%
14	.	3	18%
15	.	16	7%
16	4%	3	27%

The list continues.
cpd	smiles	FLuc inh	HEK293 viab	HEK cytotox	3T3 cytotox
17	CC(C)C[C@@H]1N[C@H](C(=O)NCc2ccc(F)cc2)Cc2c[nH]c3cccc1c23	6%[172 µM]	?	28µM*	40µM*
18	COc1ccc(CN2CC(O)CN(C(=O)Cc3ccccc3)CC2=O)cc1 (configuration not stated)	.	.	-12%	?
19	NC(=O)[C@@H]1CN(C(=O)c2cccc(F)c2)C[C@H]1COc1ccccc1	8%	3%	?	-4%
20	COc1ccc(-c2nc(C)nc3c2CCN([S+](=O)([O-])c2cccc(C(F)(F)F)c2)CC3)cc1	-3%	-9%	?	?
21	CCCC1c2nccn2CCCN1C(=O)c1cc(C)no1 (configuration not stated)	-4%	4%	-3%	i
22	COc1ccccc1C(=O)Nc1cc(C2CC2)nn1C	.	5%[87.6 µM]	i	-16%[138 µM]
23	FC(F)(F)c1ccc(-c2noc([C@@H]3Cc4nc[nH]c4CN3CC3CCCCC3)n2)cc1	-4%[172 µM]	-28%[87.6 µM]	32µM*	28µM*
24	O=C(c1c[nH]c2ccccc12)N1CCN(c2cc(-c3cccs3)[nH]n2)CC1	-1%	6%	45µM*	?

cpd	GPT2 inh	IP6K1 inh	SNCA expr inh
17	-14%[88.5 µM]	-1	?
18	.	10	.
19	i	0	-9%
20	i	11	-27%
21	i	4	?
22	5%[88.5 µM]	-6	33%[activator][87.6 µM]
23	?	-14	?
24	-4%	20	0%

More results.
cpd	smiles	FLuc inh	HEK293 viab	HEK cytotox	3T3 cytotox
25	COc1cccc(CNC(=O)c2cc(S(=O)(=O)N3CCCCCC3)cn2C)c1	.	-1%	.	.
26	Cc1ccc(N2CC(c3noc(-c4cc5ccccc5[nH]4)n3)CC2=O)cc1 (configuration not stated)	-21%	-6%	?	?
27	COc1ccc(CNC(=O)N2C[C@@H](C)[C@](O)(C(C)C)C2)cc1	5%	4%	-7%	-15%
28	COc1cccc(Cn2c(C)c(CNC3CCCCC3)c(C(=O)O)c2C)c1	.	-9%	.	.
29	O=C1CC(c2ccccc2)N(Cc2ccncc2)CCCN(C(=O)c2cccs2)CCN1 (configuration not stated)	3%	-7%	-15%	-16%
30	COc1ccc(-c2cc(C[C@H]3CNCC[C@H]3CC(=O)NC(C)(C)C)no2)cc1	?	-4%[87.6 µM]	?	?
31	CCn1cc(CNCc2ccc(OCC(O)CN3CCSCC3)c(OC)c2)cn1 (configuration not stated)	0%	1%	0%	0%
32	Cc1cccc(-c2nc3ccc(C(=O)NCc4ccccc4Cl)cc3o2)n1	.	3%	?	?

cpd	GPT2 inh	IP6K1 inh	SNCA expr inh
25	.	5	-3%
26	4%	-3	24%
27	-6%	3	-28%
28	.	-17	24%
29	4%	4	-2%
30	4%[88.5 µM]	18	-11%[87.6 µM]
31	i	0	-20%
32	-10%	17	26%

New compounds follow
cpd	smiles	FLuc inh	HEK293 viab	HEK cytotox	3T3 cytotox
33	CCn1cc(S(=O)(=O)N2CCOc3ccc(CCC(=O)NCC4CC4)cc3C2)cn1	-3%	-7%[12.5 µM]	-2%	-17%
34	CC(C)N1CCCC2(CCN(C(=O)c3cccc4nccnc34)C2)C1=O (configuration not stated)	-3%	-4%	-6%	-12%
35	CCc1noc(-c2cccn3c(CNC(=O)C4CCC4)nnc23)n1	1%	3%	2%	2%
36	Cc1cccc(C(=O)Nc2sc3c(c2C(=O)NCc2ccco2)CCCC3)c1	.	6%	.	.
37	CNC(=O)c1cc(C2CC2)nc2c1c(C1CCCN1C(=O)c1ccccc1F)nn2C (configuration not stated)	.	.	-21%	-27%
38	NS(=O)(=O)c1cc(C2(O)NC(=O)c3ccccc32)ccc1Cl (configuration not stated)	.	-3%[23.9 µM]	.	.
39	CCc1nn(CC(=O)NCCCOC)c(=O)c2cc3occc3n12	.	12%	.	.
40	CC(C)c1noc(-c2cn(C3CCN(C(=O)c4ccco4)C3)nn2)n1 (configuration not stated)	-6%	7%	-27%	?

cpd	GPT2 inh	IP6K1 inh	SNCA expr inh
33	i	-5	19%
34	-24%	13	-24%
35	4%	-2	1%
36	.	-10	128%[activator]
37	.	-6	.
38	i	9	4%[25.6 µM]
39	.	-12	23%
40	i	-15	13%

Entries of single compounds as entered above. Screens in order: FLuc inh, HEK293 viab, HEK cytotox, 3T3 cytotox, GPT2 inh, IP6K1 inh, SNCA expr inh
CCc1noc(-c2cccn3c(CNC(=O)C4CCC4)nnc23)n1 across the screens: 1%, 3%, 2%, 2%, 4%, -2, 1%
CC(C)N1CCCC2(CCN(C(=O)c3cccc4nccnc34)C2)C1=O (configuration not stated) across the screens: -3%, -4%, -6%, -12%, -24%, 13, -24%
NS(=O)(=O)c1cc(C2(O)NC(=O)c3ccccc32)ccc1Cl (configuration not stated) across the screens: ., -3%[23.9 µM], ., ., i, 9, 4%[25.6 µM]
CCc1nn(CC(=O)NCCCOC)c(=O)c2cc3occc3n12 across the screens: ., 12%, ., ., ., -12, 23%
CNC(=O)c1cc(C2CC2)nc2c1c(C1CCCN1C(=O)c1ccccc1F)nn2C (configuration not stated) across the screens: ., ., -21%, -27%, ., -6, .

(next part)
cpd	smiles	FLuc inh	HEK293 viab	HEK cytotox	3T3 cytotox
41	Cc1ccc(C(=O)NC2(C(F)(F)F)N=C(c3ccccc3)N(Cc3ccccc3)C2=O)cc1 (configuration not stated)	.	-5%	.	.
42	CCOC(=O)C(C)Oc1cccn2c(=O)c(-c3cc(C)n(-c4cccc(F)c4)n3)c(C)nc12 (configuration not stated)	-4%	10%	-17%	-20%
43	O=C(c1ccco1)N1CCC2(CCN(CCCn3cccn3)CC2)C(CO)C1 (configuration not stated)	8%	-11%	-31%	-4%
44	COc1ccc(-c2cc3nc4c(c(=O)n3[nH]2)CN(S(=O)(=O)c2cccs2)CC4)cc1	?	-1%	?	-28%
45	CCc1ccc(C(=O)NC2CCN(c3cc(-c4ccccc4)[nH]n3)CC2)cc1	1%	3%	?	?
46	CC(C)CN1CCC[C@H]1c1nc(-c2ccnc(NS(C)(=O)=O)c2)no1	-3%[172 µM]	-8%[87.6 µM]	-16%[172 µM]	?
47	COc1cccc(CN2CCC3(CC2)CN(c2ccncn2)CC3CO)c1OC (configuration not stated)	-3%	3%[12.5 µM]	-24%	-34%
48	CCOCCN1C(=O)COC[C@@H]1[C@H](O)c1ccc(NC(C)=O)cc1	-4%[172 µM]	6%[87.6 µM]	3%[172 µM]	-3%[174 µM]
49	CCn1nccc1C(=O)N1CCC(Cc2ccc(C(N)=O)cc2)CC1	4%	-6%	-27%	-4%

cpd	GPT2 inh	IP6K1 inh	SNCA expr inh
41	.	4	4%
42	i	20	-12%
43	-15%	16	-30%
44	1%	0	?
45	i	12	-19%
46	i	3	?
47	i	6	27%
48	-1%[88.5 µM]	5	-9%[87.6 µM]
49	-8%	-8	43%[activator]
